Screens deposited in PubChem BioAssay by several laboratories.
RSV CPE inhibition: inhibition of RSV-induced cytopathic effect – HEp-2 cells, primary 10 µM value included (AID 2391); HEp-2 cells, RSV-induced CPE inhibition; higher % means a stronger effect; CPE inhibition, % at 10 µM, or IC50 in µM where a hit was titrated; 310,000 tested, 0.13% active; in the data active = a potency from the dose series; inconclusive = CPE inhibition mostly from about 23% at the one dose, without a potency; inactive = the rest, 99 in 100 with CPE inhibition below about 21%; note: strong numbers were not always called active
PhoP inhibition: PhoP-dependent GFP reporter repression – Salmonella Typhimurium, primary screen (AID 1863); 300,000 tested, 0.16% active; one-dose inhibition, % at 50 µM; IC50 in µM for titrated hits; S. Typhimurium PhoP-regulated promoter GFP reporter, 4 h; higher % means a stronger effect;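 active = inhibition over 29.93%, a cutoff 3 SD above the screen mean, later confirmed by dose response; inconclusive = inhibition over 29.93% but no dose response follow-up; inactive = inhibition at most 29.93% or unconfirmed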;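 note: 0% = low Mg2+ inducing control and 100% = high Mg2+ repressing control; strong numbers were not always called active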
UTI89 phage lysis: inhibition of K1F phage lysis, E. coli UTI89, bacterial capsule biogenesis inhibitors, alamar blue (AID 488966). E. coli UTI89 K1F phage lysis, alamar blue, 2 h; higher % means a stronger effect. inhibition, % at 100 µM; hits with a dose series show IC50 in µM. 340,000 tested, 0.02% active;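 active = phage lysis inhibition, versus mean bacterial control, above a set limit; inconclusive = no clear call, values can overlap the other calls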;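 note: capsule biogenesis inhibitors block K1F phage lysis so surviving cells raise fluorescence; higher fluorescence means more inhibition of phage lysis; actives were called in the ten point dose series up to 300 µM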
NS5 inhibitors: flavivirus cap methylation enzyme inhibition – biochemical, confirmation dose response, primary screen (AID 588689); 340,000 tested, 0.3% active; Dengue-2 NS5 methyltransferase capping enzyme assay, biochemical; higher % means a stronger effect; inhibition, % at 25 µM, or IC50 in µM where a hit was titrated; in the data active = a potency from the dose series; inconclusive = inhibition above about 29% without an active follow-up result
SV40 large T antigen: SV40 large T antigen inhibitors, biochemical (AID 1903); SV40 large T antigen ATPase/helicase inhibition assay; higher % means a stronger effect; inhibition, % at 20 µM, or IC50 in µM where a hit was titrated; 310,000 tested, 0.39% active; in the data active = a potency from the dose series; inconclusive = inhibition mostly from about 32% at the one dose, without a potency; inactive = the rest, 99 in 100 with inhibition below about 32%; note: strong numbers were not always called active
HIV fusion peptide: inhibitors of HIV fusion peptide binding, primary screen, biochemical, uHTS, fluorescence dequenching (AID 1986). 290,000 tested, 0.3% active. cell-free peptide binding, fluorescence dequenching, 30 min; higher % means a stronger effect. one-dose inhibition, % at 20 µM; IC50 in µM for titrated hits; in the data active = inhibition mostly above about 52%, no sharp cut-off; inactive = mostly below about 76%; note: some results filed as inactive read as strong as hits
MgcRacGAP inhibition: MgcRacGAP GTPase-activating activity inhibitors, confirmation, biochemical, ADP Hunter fluorescence. MgcRacGAP-stimulated Rac1 GTP hydrolysis, ADP Hunter fluorescence; higher % means a stronger effect; GST-tagged Rac1 F28L mutant substrate. one-dose inhibition, % at 30 µM; IC50 in µM for titrated hits. AID 624330. 340,000 tested, 0.6% active;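 active = first-screen hits whose inhibition reached a set limit at any dose in the follow-up dose series; inconclusive = inhibition above the set first-screen limit but never retested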;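 note: fluorescence reports GDP produced by GAP-driven GTP hydrolysis; strong numbers were not always called active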
GPR35 arrestin U2OS: GPR35 antagonists blocking zaprinast-driven arrestin recruitment, primary screen, imaging, U2OS, beta-arrestin-GFP, zaprinast agonist (AID 2058); U2OS GPR35 beta-arrestin-GFP translocation imaging, zaprinast antagonism; higher % means a stronger effect; inhibition, % at 10 µM, or IC50 in µM where a hit was titrated; 290,000 tested, 0.052% active;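 active = inhibition of at least 50% with at least 30 cells and total cytoplasm GFP at most 10,000,000; inconclusive = under 30 cells or total GFP of 10,000,000 plus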
GPR55 LPI antagonism: inhibition of LPI-stimulated GPR55 beta-arrestin translocation – imaging, U2OS, beta-arrestin-GFP, LPI agonist, primary screen (AID 2013); U2OS GPR55 beta-arrestin-GFP translocation imaging, LPI antagonism; higher % means a stronger effect; one-dose inhibition, % at 10 µM; IC50 in µM for titrated hits; 290,000 tested, 0.13% active;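 active = spots per cell inhibited over 60%, with over 100 cells counted and total cytoplasm intensity under 500,000; inconclusive = wells with under 100 cells, flagged as likely toxic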;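 note: U2OS cells stably carrying GPR55 and arrestin-GFP stimulated by 5 µM LPI near EC80; imaged beta-arrestin-GFP aggregate spots per cell after agonist stimulation; plate controls were LPI-stimulated DMSO wells for no effect and DMSO wells without LPI for full effect; some results filed as inactive read as strong as hits; confirmed hits need IC50 under 10 µM and bright autofluorescent wells are also inconclusive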
* marks the source's active call; other numbers are inactive results.

For O=C(CSc1nnc(CNc2ccc(F)cc2)o1)N1CCN(C(=O)c2ccco2)CC1 the results were RSV CPE inhibition 1.4%, PhoP inhibition 17%, UTI89 phage lysis 2.8%, NS5 inhibitors -7%, SV40 large T antigen 9%, HIV fusion peptide 1.6%, MgcRacGAP inhibition 5%, GPR35 arrestin U2OS 29% and GPR55 LPI antagonism 0%.
For CC1(C)Cc2cccc(Oc3ccc(S(=O)(=O)N4CCCC4)cn3)c2O1 the results were RSV CPE inhibition -1.1%, PhoP inhibition 4%, UTI89 phage lysis 1.3%, NS5 inhibitors -7%, SV40 large T antigen 0%, HIV fusion peptide -1.4%, MgcRacGAP inhibition 5%, GPR35 arrestin U2OS 8% and GPR55 LPI antagonism 3%.
For CN(C)/C=C1/OC(=O)C(C#N)=C1c1ccc(Cl)cc1 the results were RSV CPE inhibition 0.4%, PhoP inhibition 25%, UTI89 phage lysis 0.2%, NS5 inhibitors -5%, SV40 large T antigen 6%, HIV fusion peptide -0.8%, MgcRacGAP inhibition 8%, GPR35 arrestin U2OS 4% and GPR55 LPI antagonism 0%.
CCCCN1C(=O)NC2NC(=O)NC21 (configuration not stated) was read as RSV CPE inhibition 3.4%, PhoP inhibition 0%, UTI89 phage lysis -2.2%, NS5 inhibitors 6%, SV40 large T antigen 4%, HIV fusion peptide 2.1%, MgcRacGAP inhibition 11%, GPR35 arrestin U2OS -2% and GPR55 LPI antagonism 4%.
For CS(=O)(=O)N1CCN(c2ccccc2NC(=O)c2cccnc2)CC1 the results were RSV CPE inhibition -0.6%, PhoP inhibition -1%, UTI89 phage lysis 0.1%, NS5 inhibitors -3%, SV40 large T antigen 0%, HIV fusion peptide 0.7%, MgcRacGAP inhibition 11%, GPR35 arrestin U2OS 4% and GPR55 LPI antagonism 5%.
Screening CCOc1ccc(-n2ccnc2SCC(=O)NCc2ccc3c(c2)OCO3)cc1 returned RSV CPE inhibition inconclusive, PhoP inhibition -1%, UTI89 phage lysis -0.2%, NS5 inhibitors -3%, SV40 large T antigen 3%, HIV fusion peptide -2.6%, MgcRacGAP inhibition -1%, GPR35 arrestin U2OS 17% and GPR55 LPI antagonism 28%.
Screening O=C(CCN1CCOCC1)c1ccc(Br)cc1 returned RSV CPE inhibition -0.5%, UTI89 phage lysis 0.4%, NS5 inhibitors -11%, HIV fusion peptide 2.0%, MgcRacGAP inhibition -7%, GPR35 arrestin U2OS 20% and GPR55 LPI antagonism 1%.
`O=C(Cn1nnc(-c2cccc(C(F)(F)F)c2)n1)NC(=O)NCc1ccco1` gave RSV CPE inhibition 3.7%, PhoP inhibition -3%, UTI89 phage lysis 2.5%, NS5 inhibitors -2%, SV40 large T antigen 2%, HIV fusion peptide 2.3%, MgcRacGAP inhibition 7%, GPR35 arrestin U2OS 17% and GPR55 LPI antagonism 8%.
`C/C(=N\NC(=O)C1CC1)c1ccc(C)cc1C` gave UTI89 phage lysis 1.1%, NS5 inhibitors -11%, SV40 large T antigen 22% and MgcRacGAP inhibition 7%.
Screening CN(CCCNC(=O)c1ccc(CS(=O)c2ccc(Br)cc2)o1)Cc1ccccc1 (configuration not stated) returned RSV CPE inhibition -0.5%, PhoP inhibition 1%, UTI89 phage lysis 0.3%, NS5 inhibitors -4%, SV40 large T antigen 4%, HIV fusion peptide -1.3%, MgcRacGAP inhibition 14%, GPR35 arrestin U2OS 4% and GPR55 LPI antagonism 0%.
Screening COc1ccccc1Oc1nc(-c2cccnc2)nc2ccccc12 returned RSV CPE inhibition 1.1%, PhoP inhibition 1%, UTI89 phage lysis -0.4%, NS5 inhibitors 0%, SV40 large T antigen 11%, HIV fusion peptide 0.8%, MgcRacGAP inhibition -6%, GPR35 arrestin U2OS -5% and GPR55 LPI antagonism 2%.
`N#Cc1ccc(Oc2ccc(C(F)(F)F)cc2NC(=O)c2ccc(F)cc2)cc1` gave RSV CPE inhibition 0.7%, PhoP inhibition -8%, UTI89 phage lysis 1.8%, NS5 inhibitors 0%, SV40 large T antigen 7%, HIV fusion peptide -1.4%, MgcRacGAP inhibition 12%, GPR35 arrestin U2OS 10% and GPR55 LPI antagonism 8%.
For N/C(=N\OC(=O)c1ccc(Cl)cc1Cl)c1ccc(Cl)cc1 the results were RSV CPE inhibition 2.1%, PhoP inhibition -1%, UTI89 phage lysis 0.0%, NS5 inhibitors -1%, SV40 large T antigen 6%, HIV fusion peptide -0.8%, MgcRacGAP inhibition -4%, GPR35 arrestin U2OS 0% and GPR55 LPI antagonism 14%.
`Cc1ccc(O)c(C(=O)c2cnn(C(=O)Cc3csc(C)n3)c2)c1` gave RSV CPE inhibition 18%, PhoP inhibition -10%, UTI89 phage lysis -0.1%, NS5 inhibitors 5%, SV40 large T antigen 8%, HIV fusion peptide -1.5%, MgcRacGAP inhibition 5%, GPR35 arrestin U2OS -18% and GPR55 LPI antagonism 5%.
For CCOc1cc(CN2CCc3c([nH]c4ccccc34)C2)ccc1OC the results were RSV CPE inhibition 0.4%, PhoP inhibition -3%, UTI89 phage lysis -0.1%, NS5 inhibitors -3%, SV40 large T antigen 15%, HIV fusion peptide -0.2%, MgcRacGAP inhibition inconclusive, GPR35 arrestin U2OS -5% and GPR55 LPI antagonism -2%.

Structures above that contain bromine:
Screening O=C(CCN1CCOCC1)c1ccc(Br)cc1 returned RSV CPE inhibition -0.5%, UTI89 phage lysis 0.4%, NS5 inhibitors -11%, HIV fusion peptide 2.0%, MgcRacGAP inhibition -7%, GPR35 arrestin U2OS 20% and GPR55 LPI antagonism 1%.
Screening CN(CCCNC(=O)c1ccc(CS(=O)c2ccc(Br)cc2)o1)Cc1ccccc1 (configuration not stated) returned RSV CPE inhibition -0.5%, PhoP inhibition 1%, UTI89 phage lysis 0.3%, NS5 inhibitors -4%, SV40 large T antigen 4%, HIV fusion peptide -1.3%, MgcRacGAP inhibition 14%, GPR35 arrestin U2OS 4% and GPR55 LPI antagonism 0%.

The listing continues.
CCN(CC)c1ncnnc1-c1ccccc1 was read as RSV CPE inhibition 3.0%, PhoP inhibition -9%, UTI89 phage lysis 3.9%, NS5 inhibitors -5%, SV40 large T antigen 6%, HIV fusion peptide 1.2%, MgcRacGAP inhibition 12%, GPR35 arrestin U2OS 12% and GPR55 LPI antagonism 8%.
Screening CC(C)CC(=O)NC(=S)Nc1nc(-c2ccccc2)cs1 returned RSV CPE inhibition 5.5%, PhoP inhibition -4%, UTI89 phage lysis 2.2%, NS5 inhibitors -1%, SV40 large T antigen 4%, HIV fusion peptide -1.9%, MgcRacGAP inhibition 4%, GPR35 arrestin U2OS 6% and GPR55 LPI antagonism -4%.
`COc1ccc(C(=O)Sc2nncc3ccccc23)cc1` gave RSV CPE inhibition -0.9%, PhoP inhibition 6%, UTI89 phage lysis 0.0%, NS5 inhibitors 1%, SV40 large T antigen 11%, HIV fusion peptide -0.4%, MgcRacGAP inhibition -2%, GPR35 arrestin U2OS -2% and GPR55 LPI antagonism 0%.
For O=C(CSc1n[nH]c(=O)[nH]c1=O)N1CCCCCC1 the results were RSV CPE inhibition 2.2%, PhoP inhibition -12%, UTI89 phage lysis 0.3%, NS5 inhibitors -1%, SV40 large T antigen 28%, HIV fusion peptide 0.8%, MgcRacGAP inhibition 2%, GPR35 arrestin U2OS 6% and GPR55 LPI antagonism 2%.
`Cc1nnc(N(C)C(=O)Cc2ccc3c(c2)OCO3)s1` gave RSV CPE inhibition 0.9%, PhoP inhibition -6%, UTI89 phage lysis 2.5%, NS5 inhibitors 3%, SV40 large T antigen 0%, HIV fusion peptide 5.8%, MgcRacGAP inhibition 5%, GPR35 arrestin U2OS -5% and GPR55 LPI antagonism 3%.
`CCC(C)NC(=O)Cc1ccc(-c2ccccc2)cc1` (configuration not stated) gave RSV CPE inhibition 1.5%, PhoP inhibition -1%, UTI89 phage lysis -0.5%, NS5 inhibitors 31%, SV40 large T antigen 21%, HIV fusion peptide 3.8%, MgcRacGAP inhibition -2%, GPR35 arrestin U2OS 1% and GPR55 LPI antagonism -2%.
For C/C=C/C(=O)OCC(=O)Nc1cccc(S(=O)(=O)NC2=NCCCCC2)c1 the results were RSV CPE inhibition -0.4%, PhoP inhibition -5%, UTI89 phage lysis 0.3%, NS5 inhibitors 1%, SV40 large T antigen 0%, HIV fusion peptide 1.3%, MgcRacGAP inhibition 1%, GPR35 arrestin U2OS 10% and GPR55 LPI antagonism 2%.
`COc1ccccc1-c1ccc(/C=C2/C=C(CC(C)C)OC2=O)o1` gave RSV CPE inhibition 2.3%, PhoP inhibition 6%, UTI89 phage lysis 2.1%, NS5 inhibitors -12%, SV40 large T antigen 11%, HIV fusion peptide 40%, MgcRacGAP inhibition -4%, GPR35 arrestin U2OS -3% and GPR55 LPI antagonism -6%.
CC(C)c1nnc(NC(=O)CCC(=O)N2CCC(Cc3ccccc3)CC2)s1 was read as RSV CPE inhibition 8.9%, PhoP inhibition -7%, UTI89 phage lysis -0.3%, NS5 inhibitors -2%, SV40 large T antigen 16%, HIV fusion peptide 0.7%, MgcRacGAP inhibition 11%, GPR35 arrestin U2OS -4% and GPR55 LPI antagonism 3%.
O=C1C(Nc2cccc(O)c2)=C(N2CCCCC2)C(=O)c2ccccc21 was read as RSV CPE inhibition 8.5%, PhoP inhibition -3%, UTI89 phage lysis -0.1%, NS5 inhibitors 18%, SV40 large T antigen -6%, HIV fusion peptide 10%, MgcRacGAP inhibition -31%, GPR35 arrestin U2OS -4% and GPR55 LPI antagonism 0%.
`N#Cc1ccc(CSc2nc(N)cc(N)n2)cc1` gave RSV CPE inhibition 2.3%, PhoP inhibition -2%, UTI89 phage lysis -1.0%, NS5 inhibitors -3%, SV40 large T antigen 0%, HIV fusion peptide -0.1%, MgcRacGAP inhibition 7%, GPR35 arrestin U2OS -6% and GPR55 LPI antagonism 12%.
Screening CS(=O)(=O)N1CCN(c2c(Cl)cccc2[N+](=O)[O-])CC1 returned RSV CPE inhibition 2.0%, PhoP inhibition 0%, UTI89 phage lysis -0.8%, NS5 inhibitors 2%, SV40 large T antigen 10%, HIV fusion peptide -0.2%, MgcRacGAP inhibition -2%, GPR35 arrestin U2OS 4% and GPR55 LPI antagonism -1%.
